Screens from PubChem.
MLL CXXC-DNA inh – qHTS Fluorescence Polarization Assay for Inhibitors of MLL CXXC domain - DNA interaction; Histone-lysine N-methyltransferase 2A (Homo sapiens), Q03164; MLL-CXXC / FITC-HOXA9 DNA fluorescence polarization; Potency, µM (series often up to 115 µM), for the others: top-dose activity change, negative = inhibition, usual class: inhibitors; 290,000 compounds, 0.037% hits; active = well fitted inhibition curve with a large enough effect in the polarisation, with a control signal flat, not every such curve was filed as active; inconclusive = small, poorly fitted or top-dose-only effect, or effect the other way, or a change in a side signal; inactive = no such curve, though single readings can be large or run the other way; the % refers to the polarisation; also: potency is read from the fitted curve at half-maximal effect
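Fluorescence polarization: 7 uM MLL-CXXC (stock) preincubated 5 min with compounds, then 50 nM fluorescein-HOX-A9 DNA (stock) added; 30 min ambient. Buffer 50 mM Tris-HCl pH 7.5, 50 mM NaCl, 1 mM DTT, 0.05% BSA.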
GALK inh – qHTS Assay for Inhibitors of Human Galactokinase (GALK); Purified GALK, Kinase-Glo residual ATP luminescence; Potency, µM (series often up to 57.5 µM), for the others: top-dose activity change, negative = inhibition, most hits filed as inhibitors; 270,000 compounds, 0.007% hits; AID 1868, 2009; also: potency is read from the fitted curve at half-maximal effect; % is scaled to controls: 0 for no effect and ±100 for the full control effect
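GALK at 5 nM final was combined with compound, 35 uM ATP and 100 uM galactose in HEPES pH8.0 with MgCl2 and DTT. The reaction ran one hour at room temperature before luminescent ATP detection.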
KCNH2 3.1 block – qHTS for Inhibitors of KCHN2 3.1: Mutant qHTS; Potassium voltage-gated channel subfamily H member 2, brain isoform KCNH2 3.1 (human); U2OS KCNH2 3.1, thallium flux FluxOr; stronger effect = lower value; activity change, % (tested at about 1.8 µM); 340,000 compounds, 0.95% hits;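 active = maximum activity change below -70%; inconclusive = maximum activity change from -70% to -50%; inactive = maximum activity change above -50%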;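 also: thallium influx rate constant from kinetic fluorescence after stimulation buffer; % is scaled to controls: 0 for no effect and ±100 for the full control effect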
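Thallium flux via FluxOr fluorescence (Red40 quencher, 45 min loading) in U2OS cells virally expressing the KCNH2 3.1 isoform (1.77 x 10^8 /mL virus, overnight at 37 C). Rate constants from 2-min kinetic reads post-stimulation, normalised to positive and negative controls.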
a7 integrin act – qHTS for Activators of Integrin-Mediated Alleviation for Muscular Dystrophy; alpha7betagal myoblasts, beta-gal FDG fluorescence, 48 h; Potency, µM (doses to about 38.3 µM), without a hit: at the highest dose activation, usual class: activators; 350,000 compounds, 0.064% hits;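 also: potency is read from the fitted curve at half-maximal effect; 100% = response of the positive control SU9516; nearly all actives have a fitted effect of over 60% in size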
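alpha7betagal+/- myoblasts (passage 13, 250/well) treated 48 h at 37C with compounds at 1:260 dilution of DMSO stock. Lysed, then beta-galactosidase activity read as FDG fluorescence (ex 480/em 540) after 30 min, with pre-read for autofluorescence.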
FBPA coupling cs – qHTS Assay for Inhibitors of Fructose-1,6-bisphosphate Aldolase from Giardia Lamblia: Coupling assay counterscreen; activity change, negative = inhibition, % at 58.2 µM, hits read low; 290,000 compounds, 0.67% hits; AID 2472, 2010; coupling enzyme system counterscreen, AmpLite Red fluorescence; in the data active = activity change below about -30%; also: % is scaled to controls: 0 for no effect and ±100 for the full control effect
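Counterscreen lacking aldolase: glyceraldehyde-3-phosphate coupling-enzyme reagent preincubated 10 min at RT with compound (at 57.5 uM final), then substrate/coupling system with AmpLite Red added; fluorescence read at 525/598 nm after 20 min RT.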
ASM inhibitor – Inhibitors of Secretory Acid Sphingomyelinase (S-ASM): qHTS | Potency, µM (top dose mostly 57.5 µM), for the others: at the top dose activity change, negative = inhibition, most hits filed as inhibitors | Sphingomyelin phosphodiesterase (Homo sapiens), P17405 | placental ASM, HMU-PC fluorogenic substrate, 60 min | 340,000 compounds, 0.006% hits; also: potency is read from the fitted curve at half-maximal effect
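HMU-PC0 cleavage (9 uM final) by human placental ASM, 60 min at 37 °C following 10 min compound exposure at RT; stopped at pH 10, fluorescence Ex 386/Em 447 nm.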
TRPV1 agonist – HTS Assay for Compounds that Act as Agonists of the Vanilloid Receptor 1 | TRPV1-expressing cells, Fluo-8 calcium influx, agonist mode | activation, % at 8.33 µM | 320,000 compounds, 0.19% hits | AID 540275, 2011; in the data active = activation above about 80%; inconclusive = between about 30% and that limit; also: 0% is about no effect
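Fluo-8 calcium influx in TRPV1-expressing cells, kinetic read (ex 480/em 520 nm). Compound added and read 3 min for agonist activity, followed by capsaicin at EC20 final and 2 min further read for enhancement.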
AT treatment – qHTS Assay for Identifying a Potential Treatment of Ataxia-Telangiectasia; […] A-T fibroblasts, KAP-1 phosphorylation AlphaLISA; neocarzinostatin DNA damage 30 min before lysis; Potency, µM (highest dose often 57.5 µM), for inactives: at the top dose activation, actives largely listed as activators; 320,000 compounds, 0.19% hits; also: potency is read from the fitted curve at half-maximal effect; % of control where 0% means no effect; nearly all actives have a fitted effect of over 45% in size
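hTERT-immortalized A-T patient fibroblasts ([…]), 500 cells/well in OPTI-MEM, 1% FBS, got compounds for 60 min, then NCS for 30 min at 37C. Lysates were then assayed for phospho-KAP-1 by AlphaLISA (anti-pKAP1 donor, anti-KAP1 acceptor beads), 6 hr at 25C.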
MBNL1 CUG block – qHTS Assay for Inhibitors of MBNL1-poly(CUG) RNA binding; Muscleblind-like protein 1 (Homo sapiens), Q9NR56; TR-FRET MBNL1-His/biotin-(CUG)12 binding, 665/545 ratio; Potency, µM (highest dose often 57.5 µM), without a hit: at the highest dose activity change, negative = inhibition, usual class: inhibitors; 280,000 compounds, 0.036% hits; active = well fitted inhibition curve with a large enough effect in the signal ratio, with a control signal flat, not every such curve was filed as active; inconclusive = small, poorly fitted or top-dose-only effect, or effect the other way, or a change in a side signal; inactive = no such curve, though single readings can be large or run the other way; the % refers to the signal ratio; also: potency is read from the fitted curve at half-maximal effect; % is scaled to controls: 0 for no effect and ±100 for the full control effect
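TR-FRET between His-tagged MBNL1 and biotin-(CUG)12 RNA, detected with Tb anti-His antibody (0.055 ng/ul) and streptavidin-XL665 (5 nM), 60 min at room temperature. Compounds titrated 92 nM to 58 uM; 665/545 nm ratio normalized to buffer and complex controls.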
KCNH2 WT inh – qHTS for Inhibitors of KCHN2 3.1: Wildtype qHTS; 340,000 compounds, 0.37% hits; U2OS, BacMam KCNH2, thallium flux FluxOr; stronger effect = lower value; activity change, % at 1.84 µM; Voltage-gated inwardly rectifying potassium channel KCNH2 (Homo sapiens), Q12809;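 active = maximum activity change below -70%; inconclusive = maximum activity change between -70% and -50%; inactive = maximum activity change above -50%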; also: % is scaled to controls: 0 for no effect and ±100 for the full control effect
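U2OS cells transduced with wild-type KCNH2 virus are loaded with FluxOr dye for 45 min, and thallium flux is measured in kinetic reads before and after stimulation buffer. Rate constants are normalized to DMSO controls.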
* = called active by the depositor; ? = inconclusive; · = no result given; [ ] = dose if it differs, or a comment. Unless noted, calls follow the shape of the dose curve; as a rule, active = well fitted curve in the direction sought with a large enough effect; inconclusive = small, poorly fitted or top-dose-only effect, or another doubt; inactive = no such curve, though single readings can be large; an effect the other way counts as inactive or inconclusive.

molecule	GALK inh	MLL CXXC-DNA inh	a7 integrin act	KCNH2 WT inh	KCNH2 3.1 block	AT treatment	TRPV1 agonist	FBPA coupling cs	ASM inhibitor	MBNL1 CUG block
COCCNC(=O)CSc1ccc(C)cc1	4%	-1%	4%	0	-2	-2%	-2	2	-1%	-6%
Cn1c(=O)c2c(n(Cc3ccccc3)c1=O)NC(=O)C2CC(=O)O (stereo not given)	3%	-7%	13%	2	9	·	-7	0	-2%	-7%
CCOc1ccc2ccc(OCC)c(/C=N/n3cnnc3)c2c1	0%	-17%	1%	-26	-1	1%	-2	-7	-3%	?
CCN(CC)CCCNC1CCS(=O)(=O)C1 (stereo not given)	1%	0%	-2%	11	0	4%	-2	5	-1%	0%
COc1ccc(Nc2nnc(-c3ccc(C(N)=O)cc3)c3ccccc23)cc1	-10%	-2%	-22%	-6	11	14%	1	-7	-3%	?
COc1ccc(N2C(=O)CSC2c2cccc(F)c2)cc1 (stereo not given)	·	?	-21%	10	12	7%	1	1	-1%	2%
COc1ccc(Cn2c(C)nc3c(c(=O)c4ccccc4n3C)c2=O)cc1	·	1%	-10%	5	4	4%	-2	6	0%	-2%
COc1ccc(OC)c(-c2csc(NC(=O)Cc3cc(OC)c(OC)c(OC)c3)n2)c1	-2%	6%	-30%	-10	7	3%	1	0	-2%	133%[activator]
COC(=O)c1ccn(Cc2ccccc2Cl)n1	0%	0%	12%	0	20	2%	1	0	1%	-9%
CC(C)C1(CCNC(=O)c2cccs2)CCOC(C)(C)C1 (stereo not given)	·	?	5%	2	-2	-3%	?	-1	5%	-20%
O=C(Cc1cccc(NC(=O)C2CCCN(C(=O)C3CCC3)C2)c1)Nc1cccc(C(=O)N2CCCC2)c1 (stereo not given)	·	·	-19%	·	·	3%	-2	·	-3%	·
COc1ccc(N(CC(=O)Nc2nc3ccc(C)cc3s2)S(=O)(=O)c2c(C)nn(C)c2C)cc1	3%	-2%	20%	9	24	0%	-2	-5	?	-12%
CC(C(=O)N1CCCCC1)N1CCN(S(=O)(=O)c2ccc(Cl)cc2)CC1 (stereo not given)	·	·	19%	7	-7	18%	7	·	1%	·
Cc1cccn2c(=O)cc(COC(=O)C(C)Oc3ccccc3)nc12 (stereo not given)	·	·	25%	-1	-3	1%	·	·	-1%	·
COCCCNc1nc2c(-c3cccc(C(F)(F)F)c3)nnn2c2ccccc12	2%	7%	0%	-4	18	-1%	-1	0	·	-3%
COc1ccc(NC(=O)/C(C#N)=C/c2ccc(-c3ccc(Cl)c(C(=O)O)c3)o2)cc1	4%	-30%	-27%	-9	3	?	-3	6	-20%	16%
COCCNc1nc(NCc2ccccc2)c2cnn(C)c2n1	8%	-1%	1%	-4	3	-4%	0	0	6%	-4%
COCCNC(=O)C(c1ccccc1)N(Cc1cccs1)C(=O)Cn1nnc2ccccc21 (stereo not given)	1%	3%	-14%	3	8	3%	7	5	-1%	0%
O=C(N/N=C/c1ccc(OC(=O)c2cccs2)cc1)c1ccc(F)cc1	-1%	70%[activator]	-28%	-2	-4	1%	8	2	-1%	0%
Cc1noc(C)c1CSc1nnnn1-c1ccc(Cl)cc1	12%	-1%	4%	8	5	3%	-2	-3	-3%	-6%
Cc1oc(-c2ccccc2)cc1C(=O)NC1CCN(Cc2ccccc2)CC1	-3%	3%	?	7	-3	6%	·	1	6%	·
Cc1ccc(NC(=O)CCC(=O)NCCO)cc1	0%	-2%	0%	-7	14	3%	-3	0	2%	3%
Cc1ccc(OCCNC(=O)CCNS(=O)(=O)c2ccc(C)cc2)cc1	·	·	-11%	0	3	16%	2	·	3%	·
CCOC(=O)c1cccc(C(=O)OCC)n1	-2%	0%	12%	10	23	-4%	0	-1	2%	-5%
CN(Cc1ccccc1NS(=O)(=O)c1ccc2ccccc2c1)C1CCCCC1	-1%	3%	?	-5	-16	11%	6	0	56%	5%
Cc1ccc2nc(N3CCN(Cc4nnnn4Cc4ccccc4)CC3)c(C#N)cc2c1	0%	4%	-40%	4	-7	-1%	-3	-13	24%	20%
NS(=O)(=O)c1ccc(CCNC(=O)Cc2c[nH]c3ccccc23)cc1	1%	5%	8%	-8	-12	2%	-3	-1	5%	2%
CC(=O)c1cccc(NC(=S)NC2CC2)c1	1%	-9%	-7%	-1	4	-5%	0	2	0%	-20%
S=C(NCc1ccncc1)Nc1ccc(Br)cc1Cl	5%	17%	-24%	-3	-13	5%	?	·	-1%	-2%
CCC(=O)c1ccc(OC(=O)/C=C/c2cc(OC)c(OC)c(OC)c2)cc1	-1%	7%	0%	-6	3	6%	2	1	-16%	9%
CC(=O)Oc1ccc(N2C(=O)C3C4C=CC(CO)(O4)C3C2=O)cc1 (stereo not given)	2%	-8%	-56%[inhibitor]	-9	3	·	-2	-2	0%	-6%
CC(NC(=O)CCNS(=O)(=O)c1ccc2c(c1)oc(=O)n2C)c1ccccc1 (stereo not given)	-2%	6%	-11%	-6	11	4%	0	1	-2%	2%
O=C(NCCS(=O)(=O)N1CCN(c2ccccc2F)CC1)c1ccco1	·	·	33%	13	-24	9%	4	·	4%	·
COc1ccc(C(=O)N2CCCC(CCC(=O)NCc3ccc(F)c(F)c3)C2)cc1F (stereo not given)	-2%	2%	-36%	-4	-16	1%	5	1	2%	0%
COC(=O)[C@]1(C)N[C@H](CN(C)C(C)=O)[C@@H]2C(=O)N(Cc3ccccc3)C(=O)[C@@H]21	·	·	1%	-3	-13	2%	·	·	6%	·
CN(c1ccc(C(=O)NC2CCCC2)cc1)S(=O)(=O)c1ccc(Cl)cc1	3%	-2%	24%	-2	-40	8%	0	·	-1%	0%
Cc1ccc(-c2csc3ncn(-n4c(C)ccc4C)c(=O)c23)o1	-2%	-4%	-22%	5	8	4%	4	-4	18%	16%
Cc1ccc(S(=O)(=O)N(C)CCCC(=O)N2CCN(C=O)CC2)cc1	-1%	4%	-12%	-3	21	6%	0	3	0%	7%
CN1CCc2c(OCC(=O)NC3CCCCC3)cccc2C1=O	9%	-1%	-14%	-2	8	0%	-5	3	0%	-8%
C[N+](C)(C)CCNC(=O)c1cc[n+](Cc2ccccc2)c(/C=N/O)c1	8%	18%	21%	-11	-5	-5%	0	-12	-5%	?
Cc1cccc(NC(=S)NNC(=O)c2ccccc2Br)c1	2%	-1%	?	2	7	6%	8	4	-2%	-2%
Cc1noc(C)c1C(=O)NNc1cc(Cl)ccc1Cl	-2%	1%	-28%	-4	4	-1%	-4	2	0%	·
CCN(C[C@H]1N[C@@](C)(C(=O)OC)[C@H]2C(=O)N(C)C(=O)[C@@H]12)C(=O)Nc1ccc(F)cc1	·	·	16%	0	-1	1%	·	·	-1%	·
CCOC(=O)C1CCN(c2c(Nc3cc(C)cc(C)c3)c(=O)c2=O)CC1	2%	-25%	-39%	-3	-3	-36%	-1	1	0%	?
O=C(Nc1nc(-c2ccccc2Cl)cs1)c1cccnc1	-1%	98%[activator]	10%	-16	?	-2%	20	-1	-4%	2%
CCCOc1ccc(/C=N\NC(=O)CCc2n[nH]c(=O)[nH]c2=O)cc1OC	-2%	-2%	?	-6	·	-2%	2	1	2%	?
COc1cc(CN2CCN(c3cccc(C)c3C)CC2)cc([N+](=O)[O-])c1O	6%	6%	6%	-6	-7	-1%	-3	6	-9%	?
Cc1cc(C)c(C(=O)N2CCCC(CNC(=O)C3(c4ccc(Cl)cc4)CC3)C2)c(=O)[nH]1 (stereo not given)	1%	3%	-7%	47	19	8%	-2	3	0%	2%
CC(=O)Nc1ccc(NC(=O)CN(C)S(=O)(=O)c2ccc3ccccc3c2)cc1	-2%	27%	0%	-6	11	16%	-5	·	-3%	-7%
